POLK inh: qHTS for Inhibitors of Polymerase Kappa | DNA polymerase kappa (Homo sapiens), Q9UBT6 | purified Pol kappa, fluorescent DNA synthesis assay, 10 min | Potency, µM (highest dose often 107 µM), for the others: at the highest dose activity, negative = inhibition, usual class: inhibitors | 0.53% of 400,000 active
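Kinetic fluorescence readout at 0 and 10 min followed reaction start with substrate at 50 nM final. Beforehand, enzyme (10 nM Pol kappa) stood 15 min with compound at room temperature; buffer-only wells were negative controls.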
APEX1 inh: qHTS Assay for Inhibitors of the Human Apurinic/apyrimidinic Endonuclease 1 (APE1) | DNA repair nuclease/redox regulator APEX1 (Homo sapiens), P27695 | recombinant APE1, TAMRA/BHQ-2 abasic DNA cleavage fluorescence | Potency, µM (highest dose often 65.8 µM), inactives show top-dose activity change, negative = inhibition, most hits filed as inhibitors | 0.35% of 350,000 active | AID 2517, 2012;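 further: plate controls were vehicle for no effect and reference inhibitor for full effect; nearly all actives have a fitted effect of over 55% in size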
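Kinetic fluorescence read (525 ex/598 em nm, three reads 60 s apart) of AP-site incision; signal = third minus first read. Enzyme 0.75 nM, dual-labelled THF duplex 50 nM, compound preincubation 15 min RT.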
BLM inh: qHTS Assay for Inhibitors of Bloom's syndrome helicase (BLM) | AID 2528, 2010 | recombinant BLM DNA unwinding, fluorescence dequenching | Potency, µM (highest dose often 56.1 µM), without a hit: at the top dose activity change, negative = inhibition, hits mostly inhibitors | RecQ-like DNA helicase BLM (Homo sapiens), P54132 | 0.2% of 350,000 active;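 further: plate controls were vehicle for no effect and no enzyme for full effect; nearly all actives have a fitted effect of over 35% in size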
Starred values were filed as active, the others as inactive; [ ] = remark or other dose. The call rests on the fitted dose curve; in most records, active means well fitted curve in the direction sought with a large enough effect; inconclusive means small, poorly fitted or top-dose-only effect, or another doubt; inactive means no such curve, though single readings can be large; an effect the other way counts as inactive or inconclusive. Unless noted, on the % scale 0 is the no-effect control and ±100 the full control effect; potency means the concentration at half of the fitted maximal effect. Not all compounds are listed, so the mix of outcomes need not match the whole.

SMILES	POLK inh	APEX1 inh	BLM inh
Cc1cn(C2CC(O)C(CO)O2)c(=O)[nH]c1=O (stereo not drawn)	-13%[12 µM]	-5%	1%
